ELG1 DNA repair: blocks ELG1-dependent DNA repair in HEK293T cells. Potency, µM (doses to about 46.1 µM), for inactives: top-dose activity change, negative = inhibition, hits mostly inhibitors. HEK293T ELG1-luciferase reporter, luminescence, 16 h; DNA damage induced by 5-fluorouridine. 2.3% of 330,000 active; further: potency means the concentration at half of the fitted maximal effect; on the % scale 0 is the no-effect control and ±100 the full control effect; nearly all actives have a fitted effect of over 55% in size
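In this reporter screen, reduction of luminescence relative to DMSO vehicle indicated activity. Compounds and 5-fluorouridine were added together to 2,000 cells per well, incubated for 16 hr at 37 °C, then developed with ONE-Glo.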
Tb PFK inh: blocks T. brucei phosphofructokinase. Potency, µM (titrated, usually from 57.5 µM), without a hit: at the top dose activity, negative = inhibition, usual class: inhibitors. T. brucei PFK, ADP-Glo luminescence. O15648. 0.17% of 330,000 active. AID 485367;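 further: potency means the concentration at half of the fitted maximal effect; 0% = uninhibited 1x PFK enzyme wells and -100% = no-enzyme wells; nearly all actives have a fitted effect of over 60% in size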
Target sequence (O15648 whole entry, looked up): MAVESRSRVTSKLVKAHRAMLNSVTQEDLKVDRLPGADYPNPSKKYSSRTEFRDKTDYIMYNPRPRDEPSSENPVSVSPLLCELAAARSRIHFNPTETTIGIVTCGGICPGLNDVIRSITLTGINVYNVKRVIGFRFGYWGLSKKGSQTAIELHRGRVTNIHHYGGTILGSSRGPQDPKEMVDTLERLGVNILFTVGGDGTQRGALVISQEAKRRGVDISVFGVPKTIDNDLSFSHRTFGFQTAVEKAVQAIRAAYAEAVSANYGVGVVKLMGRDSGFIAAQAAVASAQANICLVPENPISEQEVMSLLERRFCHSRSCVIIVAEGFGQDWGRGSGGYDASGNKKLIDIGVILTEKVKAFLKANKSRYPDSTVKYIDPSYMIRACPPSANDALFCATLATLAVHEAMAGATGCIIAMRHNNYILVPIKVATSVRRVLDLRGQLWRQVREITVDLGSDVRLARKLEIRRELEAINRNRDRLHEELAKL
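1.25 nM PFK with 0.5 mM F6P and 0.1 mM ATP in 0.1 M TEA pH 8.0, 5 mM MgCl2, incubated 45 min at room temperature; ADP measured by ADP-Glo luminescence; compounds titrated up to 57 uM.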
TSG101-PTAP inh: blocks PTAP/TSG101 interaction to inhibit HIV-1 budding | Q99816 | Potency, µM (titrated, usually from 115 µM), for inactives: top-dose activity change, negative = inhibition, actives largely listed as inhibitors | AID 493005 | Fluorescence polarization, FITC-PTAP peptide / Tsg101 binding | 340,000 tested, under 10 active; active means well fitted inhibition curve with a large enough effect in the main read-out, with a control signal flat, not every such curve was filed as active; inconclusive means small, poorly fitted or top-dose-only effect, or effect the other way, or a change in a side signal; inactive means no such curve, though single readings can be large or run the other way; further: potency means the concentration at half of the fitted maximal effect; % of control where 0% means no effect
Target sequence (Q99816 whole entry, looked up): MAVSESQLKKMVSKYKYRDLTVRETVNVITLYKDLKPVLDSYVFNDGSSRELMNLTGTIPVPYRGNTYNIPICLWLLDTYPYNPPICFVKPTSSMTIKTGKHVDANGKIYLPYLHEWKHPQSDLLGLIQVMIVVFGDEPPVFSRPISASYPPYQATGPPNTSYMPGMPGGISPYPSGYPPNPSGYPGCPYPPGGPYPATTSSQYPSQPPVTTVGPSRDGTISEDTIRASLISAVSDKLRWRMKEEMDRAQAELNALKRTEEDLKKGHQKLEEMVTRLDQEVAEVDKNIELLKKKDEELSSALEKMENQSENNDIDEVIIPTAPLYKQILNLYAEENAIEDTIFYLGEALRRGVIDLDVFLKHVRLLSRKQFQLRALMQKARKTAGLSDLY
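Fluorescence polarization binding of Tsg101 binding domain (10 uM final) to FITC-labeled PTAP peptide (50 nM final) in HEPES pH 7.5 buffer with NaCl, Tween 20, EDTA, TCEP. Compounds added before peptide; binding 20 min at RT.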
USP2a block: inhibitors of human ubiquitin-specific protease USP2a; USP2 core, Ub-CHOP2 coupled fluorogenic reporter, 485/531; Potency, µM (top dose mostly 38.3 µM), without a hit: top-dose activity change, negative = inhibition, actives largely listed as inhibitors; 0.01% of 330,000 active;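 further: potency means the concentration at half of the fitted maximal effect; plate controls were DMSO wells for no effect and full inhibition by NEM control for full effect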
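USP2 core (10nM final) preincubated 30min RT with compound in 20mM Tris-HCl pH 8.0, 2mM CaCl2, 2mM beta-mercaptoethanol, 0.05% CHAPS; 25nM Ub-CHOP2 plus 25nM reporter substrate added, fluorescence (Ex485/Em531) read after 60min.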
Eya2 inh: inhibitors of human Eya2 phosphatase activity | 0.006% of 330,000 active | recombinant Eya2, OMFP fluorescence dephosphorylation (OMFP is methylfluorescein phosphate) | Potency, µM (top dose mostly 76.9 µM), without a hit: top-dose activity, negative = inhibition, usual class: inhibitors; further: potency means the concentration at half of the fitted maximal effect; on the % scale 0 is the no-effect control and ±100 the full control effect
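Eya2 protein (added as 0.2 uM solution) was preincubated with compound for 10 min at ambient temperature in 50 mM HEPES pH 7.5, 50 mM NaCl, 5 uM MgCl2, 0.05% BSA, 1 mM DTT. OMFP (added at 50 uM) then reacted 10 min; fluorescence read at 485/525 nm.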
B2AR arrestin: beta2AR (human) beta-arrestin recruitment activity | 0.02% of 330,000 active | P07550 | beta-arrestin recruitment to beta2AR, cell-based reporter | Potency, µM (titrated, usually from 46.1 µM), for the others: at the highest dose activation, most hits filed as activators;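 further: potency means the concentration at half of the fitted maximal effect; 0% = DMSO controls and full agonism = EC100 isoproterenol or metaproterenol; nearly all actives have a fitted effect of over 65% in size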
BCR signal inh: chronic active BCR signaling inhibition; ABC-DLBCL IkBa-CBG/CBR reporter, luminescence ratio, 4 h; Potency, µM (doses to about 46.1 µM), without a hit: top-dose ratio change, negative = lower green/red ratio, actives largely listed as inhibitors; 0.05% of 340,000 active; active means well fitted inhibition curve with a large enough effect in the signal ratio, with a control signal flat, not every such curve was filed as active; inconclusive means small, poorly fitted or top-dose-only effect, or effect the other way, or a change in a side signal; the % refers to the signal ratio;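 further: potency means the concentration at half of the fitted maximal effect; plate controls were basal doxycycline-induced cells for no effect and cells given 10 µM MG132 for full effect; MG132 reads +100%, hits lower the ratio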
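TMD8 human ABC-DLBCL cells with doxycycline-inducible IκBα–green luciferase fusion and unfused red luciferase, in 0.5% FBS medium; compounds up to 46 uM, 4 h at 37C. Green/red luminescence ratio, filter-overlap corrected, fitted to concentration-response curves.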
TCR activator: T cell receptor activation | Potency, µM (highest dose often 9.22 µM), for the others: at the top dose activation of IL-2 secretion, most hits filed as activators | 330,000 tested, under 10 active | primary human leukocytes, anti-CD3, IL-2 HTRF, 48 h; further: % of control where 0% means no effect
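Primary human leukocytes incubated 48 hr with anti-CD3 beads plus compound, without co-stimulation. Secreted IL-2 measured by HTRF (europium cryptate/d2 anti-IL-2 pair, 320 nm excitation, 665 nm emission).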
uPA surface inh: cell surface uPA generation inhibition; Potency, µM (titrated, usually from 38.3 µM), for inactives: at the top dose activity change, negative = inhibition, hits mostly inhibitors; cell surface uPA generation assay, qHTS; 0.31% of 330,000 active; active means well fitted inhibition curve with a large enough effect; inconclusive means small, poorly fitted or top-dose-only effect; inactive means no such curve, though single readings can be large or run the other way; tested in mouse RAW 264.7 cells; further: potency means the concentration at half of the fitted maximal effect; on the % scale 0 is the no-effect control and ±100 the full control effect; nearly all actives have a fitted effect of over 55% in size
TSHR antag: antagonists of human thyroid stimulating hormone receptor; AID 504810; activity change, negative = inhibition, % at 11.5 µM; P16473; 0.2% of 330,000 active; TSHR-expressing cells, TSH-stimulated cAMP HTRF, 2 h; stronger effect = lower value;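 active means activity change below a set negative limit, meaning inhibition stronger than a set level, cut at about -70% in these data; inconclusive means activity change between two set negative limits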; further: on the % scale 0 is the no-effect control and ±100 the full control effect
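TSHR-expressing cells, 200/well, pre-treated with compound, then stimulated with EC80 TSH (4nM final) for 2 hours at 37 deg C. cAMP measured by competitive HTRF: anti-cAMP cryptate antibody in lysis buffer plus cAMP-d2, read after 30 minutes at room temperature.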
Mito fusion yeast: mitochondrial division inhibition or fusion activation; S. cerevisiae fusion-defective mutant growth rescue, CellTiterGlo 48 h; Potency, µM (top dose mostly 46.1 µM), inactives show top-dose growth rescue (activation), usual class: activators; 0.23% of 320,000 active;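 further: potency means the concentration at half of the fitted maximal effect; % of control where 0% means no effect; nearly all actives have a fitted effect of over 45% in size; temperature-sensitive fusion mutants such as fzo1-1 at 37 °C on non-fermentable ethanol glycerol medium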
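Read-out: ATP-based luminescence (CellTiterGlo, 10 min ambient) reporting growth of fusion-defective ts yeast after 48 hours at 37C on glycerol/ethanol YPEG medium in the presence of compound.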
Numbers without * were called inactive; [ ] = another dose, or the depositor's remark. Unless noted, the call rests on the fitted dose curve; in most records, active means well fitted curve in the direction sought with a large enough effect; inconclusive means small, poorly fitted or top-dose-only effect, or another doubt; inactive means no such curve, though single readings can be large; an effect the other way counts as inactive or inconclusive.

COc1ccc(NC(=O)CSc2nc(=O)n(CCN3CCOCC3)c3c2CCCC3)c(OC)c1 was read as ELG1 DNA repair 1%, Tb PFK inh -7%, TSG101-PTAP inh -1%, USP2a block -1%, Eya2 inh 15%, B2AR arrestin -0.2%, BCR signal inh 14%, TCR activator 0%, uPA surface inh -4%, TSHR antag -14 and Mito fusion yeast -10%.
Screening COc1cc2c(cc1OC)[C@@H](NC(=O)Cc1ccc(F)cc1)[C@H](OCc1ccccc1)C2 returned ELG1 DNA repair -11%, Tb PFK inh 4%, TSG101-PTAP inh 0%, USP2a block 2%, Eya2 inh -15%, B2AR arrestin -0.8%, BCR signal inh inconclusive, TCR activator -4%[46.1 µM], uPA surface inh -1% and TSHR antag 5.
`CN(C)CCCn1c(=O)n(CCc2ccccc2)c(=O)c2c3c(sc21)CCCCC3` gave ELG1 DNA repair 3%, Tb PFK inh 2%, TSG101-PTAP inh 1%, USP2a block 1%, Eya2 inh 0%, B2AR arrestin 0.3%, BCR signal inh 1%, TCR activator 3%, uPA surface inh 14%, TSHR antag -5 and Mito fusion yeast -19%.
For O=C(Nc1cc(S(=O)(=O)N2CCOCC2)ccc1N1CCOCC1)c1ccccc1Cl the results were ELG1 DNA repair -16%, Tb PFK inh 5%, TSG101-PTAP inh -5%, USP2a block -1%, Eya2 inh -8%, B2AR arrestin -0.4%, BCR signal inh inconclusive, TCR activator -2%[46.1 µM], uPA surface inh -3% and TSHR antag 10.
For c1ccc(SCc2cn(C[C@H]3CC[C@@H]([C@@H]4CC[C@H](Cn5cc(CSc6ccccc6)nn5)O4)O3)nn2)cc1 the results were ELG1 DNA repair 2.1µM*, Tb PFK inh 2%, TSG101-PTAP inh 0%, USP2a block 1%, Eya2 inh 10%, B2AR arrestin -0.8%, BCR signal inh 15%, TCR activator -3%, uPA surface inh -6%, TSHR antag -4 and Mito fusion yeast -2%.
Screening COC(=O)Cn1c2c(c3cc(C)ccc31)CCCC2 returned ELG1 DNA repair -1%, Tb PFK inh 6%, TSG101-PTAP inh 0%, USP2a block 1%, Eya2 inh -14%, B2AR arrestin -0.1%, BCR signal inh -1%, TCR activator -15%, uPA surface inh -4%, TSHR antag -4 and Mito fusion yeast 1%.
Cc1cc(=O)oc2cc(OCC(=O)Nc3ccc(N4CCC(C)CC4)cc3)ccc12 was read as ELG1 DNA repair 17%, Tb PFK inh 3%, TSG101-PTAP inh -1%, USP2a block 1%, Eya2 inh -6%, B2AR arrestin 0.2%, BCR signal inh -1%, TCR activator -3%, uPA surface inh -9%, TSHR antag 6 and Mito fusion yeast -4%.
O=C(c1cccn2c(=O)c3ccc(Cl)cc3nc12)N1CCN(Cc2ccc3c(c2)OCO3)CC1 was read as ELG1 DNA repair -5%, Tb PFK inh 0%, TSG101-PTAP inh -3%, USP2a block -1%, Eya2 inh -4%, B2AR arrestin -1.1%, BCR signal inh 0%, TCR activator -4%, TSHR antag -12 and Mito fusion yeast 2%.
COc1ccc(OC(C)C(=O)NCCc2nc3ccccc3[nH]2)cc1 (configuration not stated) was read as ELG1 DNA repair 10%, Tb PFK inh -1%, TSG101-PTAP inh 0%, USP2a block 1%, Eya2 inh -2%, B2AR arrestin -0.6%, BCR signal inh inconclusive, TCR activator 4%[46.1 µM], uPA surface inh 6%, TSHR antag -2 and Mito fusion yeast -17%.
`COc1ccc(CNC(=O)COC(=O)CCCOc2ccc(Cl)cc2Cl)cc1OC` gave ELG1 DNA repair inconclusive, Tb PFK inh -1%, TSG101-PTAP inh -5%, USP2a block -6%, Eya2 inh -6%, B2AR arrestin -1.2%, BCR signal inh 5%, TCR activator 1%[46.1 µM], uPA surface inh 3%, TSHR antag -6 and Mito fusion yeast -4%.
Screening CCN(CC(=O)NC(=O)NC1CCCCC1)Cc1ccccc1 returned ELG1 DNA repair 19%, Tb PFK inh -2%, TSG101-PTAP inh 0%, USP2a block 0%, Eya2 inh 17%, B2AR arrestin -0.9%, BCR signal inh 6%, TCR activator 3%, uPA surface inh 3%, TSHR antag 11 and Mito fusion yeast 8%.
`COc1ccc(CCNS(=O)(=O)c2ccc(F)cc2)cc1OC` gave ELG1 DNA repair -2%, Tb PFK inh 3%, TSG101-PTAP inh -6%, USP2a block 0%, Eya2 inh 5%, B2AR arrestin 0.2%, BCR signal inh -3%, uPA surface inh -2%, TSHR antag 10 and Mito fusion yeast 8%.
Screening C=CCn1c(SCc2nnc(-c3ccccc3)o2)nnc1C(O)c1ccccc1 (configuration not stated) returned ELG1 DNA repair 0%, Tb PFK inh -4%, USP2a block 2%, Eya2 inh 2%, B2AR arrestin 0.4%, BCR signal inh inconclusive, uPA surface inh -20%, TSHR antag -4 and Mito fusion yeast -2%.
`COc1ccc(C(=O)NNC(=O)C2CCN(S(=O)(=O)c3ccc(C)cc3)CC2)cc1` gave Tb PFK inh 4%, TSG101-PTAP inh -6%, USP2a block 2%, Eya2 inh -1%, B2AR arrestin 0.3%, BCR signal inh -2%, uPA surface inh -1%, TSHR antag -25 and Mito fusion yeast 2%.
For COc1cc(C(=O)Nc2ccc(F)cc2Cl)ccc1OCC(=O)N1CCOCC1 the results were ELG1 DNA repair 23%, Tb PFK inh -17%, TSG101-PTAP inh 0%, USP2a block 2%, Eya2 inh -3%, B2AR arrestin -0.2%, BCR signal inh 0%, TCR activator 2%, uPA surface inh -10%, TSHR antag -11 and Mito fusion yeast 0%.
O=S(=O)(c1ccc(Br)cc1)N1CCN(c2ccc3nnc(-c4ccccc4)n3n2)CC1 was read as ELG1 DNA repair -9%, Tb PFK inh -1%, TSG101-PTAP inh -4%, USP2a block -2%, Eya2 inh 7%, B2AR arrestin 4.2%, BCR signal inh inconclusive, TCR activator -1%, uPA surface inh 7%, TSHR antag -9 and Mito fusion yeast 2%.
For CN1CCN(C(=O)/C(=C/c2cn(S(=O)(=O)N(C)C)c3ccccc23)NC(=O)c2ccccc2Cl)CC1 the results were ELG1 DNA repair 4%, Tb PFK inh -11%, TSG101-PTAP inh 0%, USP2a block 0%, Eya2 inh 1%, B2AR arrestin -0.3%, BCR signal inh 0%, TCR activator 7%, uPA surface inh -5%, TSHR antag 14 and Mito fusion yeast 0%.
`O=C(CN1CCN(S(=O)(=O)N2CCCCCC2)CC1)Nc1ccc(Br)cc1` gave ELG1 DNA repair inconclusive, Tb PFK inh 0%, USP2a block -3%, Eya2 inh 9%, B2AR arrestin -0.7%, BCR signal inh 0%, TCR activator 4%, uPA surface inh 4%, TSHR antag -4 and Mito fusion yeast 3%.
Screening CNc1ccc(Cl)nn1 returned ELG1 DNA repair -11%, Tb PFK inh 4%, TSG101-PTAP inh 1%, USP2a block -1%, Eya2 inh 1%, B2AR arrestin -0.2%, BCR signal inh 2%, TCR activator -11%, uPA surface inh 1%, TSHR antag 12 and Mito fusion yeast 1%.
Screening CNC(=O)c1ccc(NC(=O)Cc2ccc(S(=O)(=O)N3CCOCC3)s2)cc1 returned ELG1 DNA repair 0%, Tb PFK inh 0%, TSG101-PTAP inh -7%, USP2a block 1%, Eya2 inh -2%, B2AR arrestin -0.2%, BCR signal inh -2%, TCR activator -1%, uPA surface inh 0%, TSHR antag -6 and Mito fusion yeast -5%.
`Cc1ccc(NC(=O)CCCn2c(=S)[nH]c3ccsc3c2=O)cc1C` gave ELG1 DNA repair 6%, Tb PFK inh -2%, TSG101-PTAP inh -1%, USP2a block 1%, Eya2 inh 6%, B2AR arrestin -0.7%, BCR signal inh 6%, TCR activator -1%, uPA surface inh -2%, TSHR antag -5 and Mito fusion yeast 7%.
